# Screening results from PubChem.
# ERK EGF block: inhibitors of EGF-stimulated ERK signaling pathway; Potency, µM (titrated, usually from 11.5 µM), for the others: at the highest dose activity change, negative = inhibition, usual class: inhibitors; HEK293-V1b, EGF-stimulated phospho-ERK AlphaScreen; hit rate 0.41% among 130,000; active = well fitted inhibition curve with a large enough effect; inconclusive = small, poorly fitted or top-dose-only effect, or effect the other way;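 note: plate controls were stimulated vehicle wells for no effect and unstimulated vehicle basal for full effect; nearly all actives have a fitted effect of over 55% in size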
#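 Compounds are titrated over HEK293-V1b cells kept overnight in 1% FBS. After 30 min at 37C, EGF (25 nM final) triggers ERK phosphorylation for 5 min, measured by AlphaScreen in lysates.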
# Active calls of the source: *; ? = inconclusive; & = joins results of further samples; [ ] = another dose, or the depositor's remark. Potency is the fitted concentration of half-maximal effect.
ERK EGF block	molecule
19.8%	CCCCCc1c2c(cc(O)c1C(=O)O)OC(=O)c1c(cc(OC)cc1C(=O)CCCC)O2
-2.5%	COc1ccccc1CNC(=O)C1(c2ccc(Cl)cc2)CC1
-3.8%	Cc1c(NC(=O)c2ccc(-c3cccc([N+](=O)[O-])c3)o2)c(=O)n(-c2ccccc2)n1C
3.9%	Cn1c(C(=O)NC2CC2)cc(=O)n(C)c1=O
1.7%	OCCCNC(=S)Nc1ccc(Oc2ccccc2)cc1
1.4%	Cc1ccc(C(=O)N(CC#N)CC#N)cc1C
-5.0%	N/C(=N\NC(=O)c1cccs1)c1cc2ccccc2oc1=O
1.0%	Cc1ccc(S(=O)(=O)c2cn(Cc3ccc(F)cc3)c3cc4c(cc3c2=O)OCO4)cc1
2.4%	O=C(CCC(=O)N(CC(=O)NC1CCCC1)Cc1ccc2c(c1)OCO2)Nc1nccs1
0.2%	CN(c1ccccc1)S(=O)(=O)c1cccc(C(=O)OCC(=O)NCCCN2CCCC2=O)c1
1.7%[57.5 µM]	CN1CCN(C(=O)C2=C[C@H](c3csc4ccccc34)C[C@H](OCc3ccc(CO)cc3)O2)CC1
7.9%[57.5 µM]	COc1cc(/C=N/NC(=O)c2ccc(O)cc2)ccc1OCC(=O)N1CC(C)OC(C)C1 (centres undefined)
-1.4%	CCc1cc2c(=O)[nH]c(Cc3ccc(OC)cc3)nc2s1
-2.0%[57.5 µM]	CC(C)(C)OC(=O)NCCCCCc1nnc(SCc2ccccc2F)o1
-3.2%	COc1ccccc1OCC(=O)N/N=C/C=C/c1ccc([N+](=O)[O-])o1
?	COc1ccc(C(=O)N2CCC3(CCCN(c4ccccc4)C3)CC2)cc1
7.3%[57.5 µM]	COc1ccc(-c2cc(C(=O)Nc3ccc(O)cc3)c3ccccc3n2)cc1OC
-9.1%	O=C(Nc1ccc(C(=O)O)cc1)/C(=C/c1cccc(Br)c1)NC(=O)c1ccco1
?	CC1=CC(C)(C)NC(=O)N1c1ccc(C)cc1
9.4%	CCn1c2c(c(C)cc1=O)C(=O)CC(C)(C)C2
3.2%	C/C(CC(=O)NCc1ccc(Cl)cc1)=N\NC(=O)Cc1ccccc1
1.0%	CC(CC(=O)Nc1nc2ccccc2[nH]1)n1ccnc1 (centres undefined)
-10.8%&11.5%	O=C(/C=C/c1ccc(O)c(O)c1)OC(Cc1ccc(O)c(O)c1)C(=O)O (centres undefined)
-2.0%	CN(C(=O)COC(=O)c1cc([N+](=O)[O-])ccc1N1CCCC1)C1CCS(=O)(=O)C1 (centres undefined)
6.6%	COCc1c(N)c(C)nc(Cl)c1C#N

# 3 structures from above, sorted by molar mass, ascending.
ERK EGF block	molecule
3.9%	Cn1c(C(=O)NC2CC2)cc(=O)n(C)c1=O
7.9%[57.5 µM]	COc1cc(/C=N/NC(=O)c2ccc(O)cc2)ccc1OCC(=O)N1CC(C)OC(C)C1 (centres undefined)
2.4%	O=C(CCC(=O)N(CC(=O)NC1CCCC1)Cc1ccc2c(c1)OCO2)Nc1nccs1

# More entries.
ERK EGF block	molecule
11.1%	CCCCN(CCCC)C(=O)c1cc2ccccc2c(=O)o1
-7.6%	CCNC(=S)Nc1ccc(Cl)c(C(F)(F)F)c1
9.0%	Cc1nc(N2CCCCC2C)c2c(C)c(C(=O)Nc3cccc(C(F)(F)F)c3)sc2n1 (centres undefined)
5.9%	CCN(CC)S(=O)(=O)c1ccc(C)c(NC(=O)CSc2ncc(C(F)(F)F)cc2Cl)c1
-17.1%	COCCn1c(=O)c(-c2cc(F)cc(F)c2)nc2cnc(Oc3cccc(Cl)c3)nc21
0.5%	CCOc1ccccc1NC(=O)/C=C/c1ccccc1[N+](=O)[O-]
-10.2%	CCn1c2ccccc2c2cc(CN3CCN(S(C)(=O)=O)CC3)ccc21
5.5%	COc1ccc(CCNc2nc(-c3ccc(NC(C)=O)cc3)cs2)cc1OC
1.9%	CCOC(=O)Cc1[nH]nc2c1C(c1ccsc1)C(C#N)=C(N)O2 (centres undefined)
-7.4%[57.5 µM]	CCCCn1c(-c2ccco2)nc2oc3ccccc3c(=O)c2c1=O
-5.1%	Cc1ccc(S(=O)(=O)N2CCCCC2)cc1NC(=O)CSc1ccc2c(c1)OCCO2
6.6%	C/C(N)=C(/C#N)C(=O)COC(=O)c1ccccc1Cc1ccccc1
-0.8%	CCOC(=O)N1CCN(C(=S)NC(=O)c2ccc(F)c(F)c2)CC1
3.5%	O=C(COc1ccc2c(c1)OCO2)Nc1ccccc1F
-5.9%	CC(=O)N1CC=CC1(CC(C)C)C(=O)O (centres undefined)
-12.6%	Cc1nc2cnc(N(C)C)nc2n(C)c1=O
3.0%	O=C1C(Nc2ccccc2)=C(NS(=O)(=O)c2ccccc2)C(=O)c2ccccc21
5.3%	Cc1cc(C)cc(N2C(=O)CC(Sc3ncn[nH]3)C2=O)c1 (centres undefined)
-8.6%	CCCCNC(=S)Nc1ccc(SC(F)F)cc1
5.3%	Cc1ccc(SCc2cc(=O)[nH]c(Nc3nc(C)c4ccc(C)cc4n3)n2)cc1
-3.6%	COc1ccc(N(C(C)C(=O)Nc2cccnc2)S(C)(=O)=O)cc1 (centres undefined)
12.3%[57.5 µM]	COCCNC(=O)c1cn(C(C)c2ccccc2F)nn1 (centres undefined)
-7.1%[57.5 µM]	FC(F)Oc1ccc(-n2cc(-c3ccc(Cl)cc3)[n+]3c2CCCCC3)cc1
31.6µM*	N#Cc1ccc(NC(=O)Nc2ccc(Oc3ccc(NC(=O)Nc4ccc(C#N)cc4)cc3)cc2)cc1
-0.1%[57.5 µM]	Nn1c(C2COc3ccccc3O2)n[nH]c1=S (centres undefined)
-7.9%[57.5 µM]	Cc1ccc(-c2[nH]ncc2/C=N/n2c(C)nc3ccccc3c2=O)cc1
-8.8%	O=C(Nc1ccccc1-c1ccccc1NC(=O)c1ccco1)c1ccco1
15.5%	O=C(O)c1cc([N+](=O)[O-])c(NCCC2=CCCCC2)c([N+](=O)[O-])c1
4.6%	Cc1cnc(C(=O)OCC(=O)Nc2cc(S(=O)(=O)N3CCCCC3)ccc2Cl)cn1
6.0%	CCCOc1ccc(/C=N/Nc2cccc([N+](=O)[O-])c2)c(O)c1
1.7%[57.5 µM]	CCOC(=O)c1cnn(-c2ccc([N+](=O)[O-])cc2)c1N
-3.9%	COC(=O)C1=C(C)NC(C)=C(C(=O)OC)C1c1ccc(OC(=O)c2oc3ccccc3c2C)c(OC)c1
2.9%	O=C(COC(=O)/C=C/c1ccc(Cl)cc1Cl)NCc1ccco1
5.9%	COc1ccc(NC(=O)CCN2C(=O)C3C4CCC(C4)C3C2=O)cc1 (centres undefined)
-6.5%	Cc1cccc(-n2nnc(C(=O)NCc3ccccc3Cl)c2N)c1
-1.2%	Cc1ccc2[nH]c(=O)c(CN(Cc3cccs3)C(=S)NCc3ccco3)cc2c1
3.9%	O=C(CN1C(=O)C2C3C=CC(C3)C2C1=O)Nc1cccc(S(=O)(=O)N2CCCC2)c1 (centres undefined)
-7.0%	Cc1ccc2cccc(Oc3ncnc4scc(-c5ccc(Cl)cc5)c34)c2n1
0.2%	Cc1ccc(OCc2nnc(SCc3cc(=O)[nH]c4ccccc34)n2-c2ccccc2)cc1
-3.6%[57.5 µM]	Cc1ccc(/C=N/NC(=O)CN2CCN(Cc3ccccc3)CC2)o1
-1.5%	COC(=O)Cn1c(O)c(N=NC(=O)c2ccc3c(c2)OCO3)c2ccccc21
-3.2%	O=C(COC(=O)c1ccc(Cl)nc1)NCc1cccs1
-4.0%[57.5 µM]	Cc1oc(-c2ccc(Cl)cc2)cc1C(=O)/C(C#N)=C/Nc1ccccc1
7.8%	O=C(NCCCN1CCOCC1)C(=O)NCC1CCCO1 (centres undefined)
-4.9%	Cc1ccc(OCc2ccc(C(=O)Nc3ccc(S(N)(=O)=O)cc3)o2)cc1
-0.6%	CC(C)c1cccc(C(C)C)c1NC(=O)COC(=O)[C@H](C)NC(N)=O
-10.5%	Cc1cccc(NC(=O)NNS(=O)(=O)c2ccc(F)cc2)c1
-9.8%	CC1COC(=O)C(NNc2ccc(Cl)c(Cl)c2)=N1 (centres undefined)
9.3%	Fc1ccc(N/N=C2/CC(c3ccccc3)Oc3ccccc32)c(F)c1 (centres undefined)
-6.0%	CCOCCc1nnc(NC(=O)C(C)Oc2ccccc2)s1 (centres undefined)

# (further entries)
ERK EGF block	molecule
15.1%	Cc1ccc(C(=O)CSc2ncnc3sc4c(c23)CCC(C)C4)cc1 (centres undefined)
1.3%	CC(C)CNC(=O)NC(=O)COC(=O)c1cc(F)cc(F)c1
-0.3%	COC(=O)c1nn(Cc2ccccc2)c(=O)c2ccccc12
0.9%	CCCC(c1nnnn1CCOC)N1CCN(c2nc3ccccc3s2)CC1 (centres undefined)
-6.2%	CCOC(=O)C(Cc1ccc(NC(=O)/C(=C\c2ccccc2)NC(=O)c2ccccc2)cc1)N1C(=O)c2ccccc2C1=O (centres undefined)
2.2%	CC1CN(c2oc(COc3ccc(Cl)cc3Cl)nc2C#N)CC(C)O1 (centres undefined)
-4.6%	COc1ccc(-n2nc(C(=O)NCC(=O)NCC3COc4ccccc4O3)c3ccccc3c2=O)c(OC)c1 (centres undefined)
14.0%	Brc1ccc(-c2csc3ncnc(-n4nnc5ccccc54)c23)cc1
-2.3%	Cc1ccc(S(=O)(=O)N2CCN(C(=O)CC(C)C)CC2)cc1
4.9%	NC(=O)Nc1cccc2ccccc12
36.9%	COc1ccc2c(C)cc(=O)oc2c1
9.4%	O=C(CSc1ccncc1)Nc1ccc2ccccc2c1
0.5%	O=C(Nc1nc(-c2ccccc2)c(C(=O)c2ccccc2)s1)c1ccc(S(=O)(=O)N2CCCC2)cc1
7.7%	CCN1CCc2c(OCC(=O)Nc3ccc4c(c3)OCCO4)cccc2C1=O
5.0%	O=C(Nc1nc2ccccc2[nH]1)c1cccc([N+](=O)[O-])c1
6.0%	CC(=O)N1CCN(c2ccccc2NC(=O)c2ccc(C#N)cc2F)CC1
?	COc1ccc(CNC(=O)CSc2nc3[nH]ncc3c(=O)n2-c2ccccc2Br)cc1
1.8%	Cn1c(-c2cccc([N+](=O)[O-])c2)cnc1NCc1cccc([N+](=O)[O-])c1
6.3%	C=CCn1c(-c2cccnc2Cl)nc2ccccc21
-3.9%	CCCCNCCOc1ccccc1-c1ccccc1
-12.4%	CC(C)Cn1c(SCC(=O)NCc2ccco2)nnc1-c1ccncc1
-2.7%	COc1cccc([C@@H]2Oc3ccc(Br)cc3C[C@H]2OC(=O)Nc2ccc(OC(F)F)cc2)c1
-0.3%	CCOC(=O)CSc1nnc(NC(=O)c2cc([N+](=O)[O-])cc([N+](=O)[O-])c2)s1
-14.8%	NNC(=O)/C(=C\c1cccs1)NC(=O)c1ccccc1
6.4%	Cc1cccc(NC(=O)Cn2nc([N+](=O)[O-])c(Br)c2C)n1

# Structures listed above that bear a hit mark in ERK EGF block:
ERK EGF block	molecule
31.6µM*	N#Cc1ccc(NC(=O)Nc2ccc(Oc3ccc(NC(=O)Nc4ccc(C#N)cc4)cc3)cc2)cc1

# Carrying on:
ERK EGF block	molecule
11.9%	COc1ccc(Oc2ncc3nc(C)c(=O)n(C)c3n2)cc1
-11.1%	CC(NC(=O)CNC(=O)C(Cc1ccccc1)NC(=O)OCc1ccccc1)C(N)=O (centres undefined)
-6.1%[57.5 µM]	Cc1[nH]c(=O)[nH]c(=O)c1/C=C/C(=O)O
-3.6%	COC(=O)C1=C(C)NC(=O)CC1c1ccccc1OC (centres undefined)
-1.9%	COc1ccc(NC(=O)Nc2cc(C)ccc2F)cc1OC
-2.2%	N#C/C(=C/c1ccccc1[N+](=O)[O-])C(=O)NCc1ccco1
16.6%	O=C(c1cnccn1)N1CCC2(CCN(Cc3ccncc3)CC2)CC1
-5.2%	NC(Cc1ccc(Oc2ccc(O)cc2)cc1)C(=O)O (centres undefined)
-0.9%[57.5 µM]	COCCCNCCC(CCC(C)C)c1ccc2c(c1)OCO2 (centres undefined)
-0.7%[57.5 µM]	O=C(CNCc1ccccn1)Nc1cc(C(F)(F)F)ccc1N1CCOCC1
1.8%	COc1cccc(NC(=O)Cn2c(CCC(=O)O)ccc2-c2ccc(C)cc2)c1
2.3%	N#C/C(=C/c1cc[nH]c1)C(N)=S
2.0%	CCn1c(SCC(=O)N/N=C/c2ccc(O)c(OC)c2)nc2ccccc21
-3.2%	O=C(N/N=C/c1cc(Br)cs1)c1ccccc1[N+](=O)[O-]
-1.4%	CCOc1cc(NC(=O)c2cccs2)c(OCC)cc1NC(=O)c1cccnc1
-6.0%	COc1ccc(C2C(C(C)=O)=C(O)C(=O)N2CCc2c[nH]c3ccccc23)cc1 (centres undefined)
0.7%	O=C(c1ccccc1)c1c(O)cc(-c2ccccc2)oc1=O
-0.9%	CCn1cc(CN(C)C(=O)/C=C/c2ccc([N+](=O)[O-])cc2)c(C)n1
-10.9%[57.5 µM]	O=C(c1ccc(F)cc1)N1CCCC(C(=O)N2CCc3ccccc3C2)C1 (centres undefined)
-3.9%	O=C(CCCCn1c(=O)[nH]c2ccccc2c1=O)NC1CCN(Cc2ccccc2)CC1
0.1%	Cn1cc(CN2CCN(Cc3ccccc3)CC2)c(-c2cccc(Cl)c2)n1
-1.2%	NC(=O)/C(=C/c1ccc2c(c1)OCO2)NC(=O)c1ccco1
?	Cc1ccnc(NS(=O)(=O)c2ccc(NS(C)(=O)=O)cc2)n1
-1.1%	O=S(=O)(NC1CC1)c1ccc2c3c(cccc13)CC2

# No new results follow: 5 of the compounds above.
ERK EGF block	molecule
11.9%	COc1ccc(Oc2ncc3nc(C)c(=O)n(C)c3n2)cc1
-11.1%	CC(NC(=O)CNC(=O)C(Cc1ccccc1)NC(=O)OCc1ccccc1)C(N)=O (centres undefined)
-6.1%[57.5 µM]	Cc1[nH]c(=O)[nH]c(=O)c1/C=C/C(=O)O
-3.6%	COC(=O)C1=C(C)NC(=O)CC1c1ccccc1OC (centres undefined)
-1.9%	COc1ccc(NC(=O)Nc2cc(C)ccc2F)cc1OC

# A different layout for some results above.
Cc1ccnc(NS(=O)(=O)c2ccc(NS(C)(=O)=O)cc2)n1
  ERK EGF block: ?

Cn1cc(CN2CCN(Cc3ccccc3)CC2)c(-c2cccc(Cl)c2)n1
  ERK EGF block: 0.1%

# Some of the compounds tested; count on the stated rates, not on these rows.
